Screens deposited in PubChem BioAssay by National Center for Advancing Translational Sciences (NCATS).
BAZ2B block: qHTS Assay for Inhibitors of BAZ2B; Bromodomain adjacent to zinc finger domain protein 2B (Homo sapiens), Q9UIF8; AlphaScreen BAZ2B-H3K14Ac peptide displacement; Potency, µM (top dose mostly 114 µM), for the others: at the top dose activity change, negative = inhibition, actives largely listed as inhibitors; actives 4.4% (n = 360,000); AID 504333, 2011; further: potency means the concentration at half of the fitted maximal effect; on the % scale 0 is the no-effect control and ±100 the full control effect; nearly all actives have a fitted effect of over 60% in size
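BAZ2B (50 nM) with biotin-H3(5-23)K14Ac peptide (50 nM) in PBS pH 7.4, 0.01% Tween-20, preformed 30 min, then compound 30 min at room temperature; top concentration 110uM. AlphaScreen streptavidin donor/nickel chelate acceptor beads (10 ug/mL final), 20 min dark, signal read.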
GLS inh: qHTS for Inhibitors of Glutaminase (GLS) | Potency, µM (series often up to 45.5 µM), without a hit: top-dose activity change, negative = inhibition, hits mostly inhibitors | GLS enzymatic activity, qHTS titration | actives 0.21% (n = 410,000) | Glutaminase kidney isoform, mitochondrial (Homo sapiens), O94925; further: potency means the concentration at half of the fitted maximal effect; on the % scale 0 is the no-effect control and ±100 the full control effect
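hKGA in 45 mM KH2PO4 (pH 8.2), 0.02% Tween-20 with compound, then 1mM L-Glutamine (stock as added) plus glutamate oxidase/HRP/Amplex red coupling mix. Fluorescence read initially and after 30 min at RT; signal change reflects glutamate formation.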
Pin1 inh: qHTS Assay to Find Inhibitors of Pin1; AID 504891, 2011; Pin1 FP peptide displacement, HiFluor488, 10 min; actives 0.009% (n = 390,000); Potency, µM (series often up to 115 µM), for the others: at the highest dose activity, negative = inhibition, usual class: inhibitors; Peptidyl-prolyl cis-trans isomerase NIMA-interacting 1 (Homo sapiens), Q13526; active means well fitted inhibition curve with a large enough effect in the polarisation, with a control signal flat, not every such curve was filed as active; inconclusive means small, poorly fitted or top-dose-only effect, or effect the other way, or a change in a side signal; inactive means no such curve, though single readings can be large or run the other way; the % refers to the polarisation; further: potency means the concentration at half of the fitted maximal effect; on the % scale 0 is the no-effect control and ±100 the full control effect
Target sequence (Q13526 whole entry, looked up): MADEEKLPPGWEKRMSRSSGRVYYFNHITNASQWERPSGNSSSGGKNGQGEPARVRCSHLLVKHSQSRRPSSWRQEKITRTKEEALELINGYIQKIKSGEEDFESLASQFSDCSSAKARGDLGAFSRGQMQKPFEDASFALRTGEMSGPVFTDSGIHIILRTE
PGK inhibitor: qHTS Assay to Find Inhibitors of Phosphoglycerate Kinase; Potency, µM (series often up to 57.5 µM), inactives show at the highest dose activity change, negative = inhibition, hits mostly inhibitors; PGK/GAPDH coupled, Kinase-Glo luminescence, 60 min; AID 602233, 2012; actives 0.043% (n = 380,000); Phosphoglycerate kinase, glycosomal (Trypanosoma brucei brucei), P07378; further: potency means the concentration at half of the fitted maximal effect; on the % scale 0 is the no-effect control and ±100 the full control effect; nearly all actives have a fitted effect of over 60% in size
Target sequence (P07378 whole entry, looked up): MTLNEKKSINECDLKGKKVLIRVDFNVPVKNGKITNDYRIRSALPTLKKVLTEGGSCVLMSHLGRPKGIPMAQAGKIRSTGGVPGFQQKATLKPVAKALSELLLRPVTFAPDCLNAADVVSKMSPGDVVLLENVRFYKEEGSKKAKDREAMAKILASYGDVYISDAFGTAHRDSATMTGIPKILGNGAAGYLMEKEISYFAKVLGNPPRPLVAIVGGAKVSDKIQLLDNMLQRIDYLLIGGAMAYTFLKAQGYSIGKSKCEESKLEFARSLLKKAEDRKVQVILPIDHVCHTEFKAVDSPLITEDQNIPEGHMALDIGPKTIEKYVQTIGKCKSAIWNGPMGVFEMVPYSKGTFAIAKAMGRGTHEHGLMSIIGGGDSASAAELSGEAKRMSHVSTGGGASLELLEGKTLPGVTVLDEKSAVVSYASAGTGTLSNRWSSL
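Recombinant glycosomal PGK reaction used 1,3-bisphosphoglycerate generated in-well by GAPDH (100nM final) in 100mM TEA pH 7.6, 5mM MgCl2, 0.01% Tween-20. After 60 minutes at room temperature, ATP was read by Kinase-Glo Plus luminescence end-point.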
PI4K2A block: qHTS for small molecular inhibitors of PI4K2A; Phosphatidylinositol 4-kinase type 2-alpha (Homo sapiens), Q9BTU6; purified PI4K2A, ADP-Glo luminescence, 1 h; active compounds read low; activity change, negative = inhibition, % at 76.9 µM; AID 1346378, 2018; actives 0.13% (n = 420,000); in the data active means activity change below about -50%; inconclusive means mostly about -30% to -49%;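 further: -100% = wells without enzyme as full effect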
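ADP-Glo luminescence measured ADP generated by PI4K2A enzyme (4 ug/mL before mixing) with 1.2 mM PI substrate (pre-mix) and 300 microM ATP (pre-mix). Tris pH7.5 buffer with MgCl2, Triton X-100; 1 h reaction at ambient temperature.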
G9a block: qHTS Assay for Inhibitors of Histone Lysine Methyltransferase G9a | G9a H3K9 monomethylation, AlphaScreen, 2 h | Potency, µM (highest dose often 102 µM), inactives show at the top dose activity, negative = inhibition, usual class: inhibitors | actives 8.8% (n = 350,000) | AID 504332, 2011; further: potency means the concentration at half of the fitted maximal effect; on the % scale 0 is the no-effect control and ±100 the full control effect; nearly all actives have a fitted effect of over 75% in size
Target sequence (Q96KQ7 913-1193 limits assumed): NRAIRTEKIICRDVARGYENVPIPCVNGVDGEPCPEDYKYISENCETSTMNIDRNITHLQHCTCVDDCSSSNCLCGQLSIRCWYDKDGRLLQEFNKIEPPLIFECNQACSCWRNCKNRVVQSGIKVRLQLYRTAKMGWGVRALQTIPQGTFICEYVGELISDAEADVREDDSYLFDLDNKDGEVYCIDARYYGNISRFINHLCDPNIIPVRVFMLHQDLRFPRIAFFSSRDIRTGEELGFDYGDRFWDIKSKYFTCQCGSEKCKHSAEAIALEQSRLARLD
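Readings reflect AlphaScreen signal from monomethyl-H3K9 antibody detection. HMT at 20 nM; substrate b-H3K9 500 nM; cofactor SAM 20 uM; 2 h RT reaction; compounds tested as titrations in qHTS with 15 min preincubation.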
JMJD2A Tudor: qHTS Assay for Inhibitors of JMJD2A-Tudor Domain | AlphaScreen JMJD2A-Tudor / H3K4me3 peptide binding | actives 4.4% (n = 390,000) | AID 504339, 2011 | Potency, µM (top dose mostly 114 µM), without a hit: at the top dose activity change, negative = inhibition, usual class: inhibitors | Lysine-specific demethylase 4A (Homo sapiens), O75164; further: potency means the concentration at half of the fitted maximal effect; on the % scale 0 is the no-effect control and ±100 the full control effect; nearly all actives have a fitted effect of over 50% in size
ERG Ets-DNA blk: qHTS for Small Molecule Inhibitors of the ERG Ets/DNA interaction; Transcriptional regulator ERG (Homo sapiens), P11308; fluorescence polarization, His-ERG Ets domain / labelled DNA; actives 0.028% (n = 370,000); Potency, µM (highest dose often 76.9 µM), inactives show at the top dose FP activity, negative = inhibition, usual class: inhibitors; active means well fitted inhibition curve with a large enough effect in the polarisation, with a control signal flat; inconclusive means small, poorly fitted or top-dose-only effect, or effect the other way, or a change in a side signal; inactive means no such curve, though single readings can be large or run the other way; the % refers to the polarisation;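 further: polarization taken with two DNA probes labelled with fluorescein and Texas red; potency means the concentration at half of the fitted maximal effect; % of control where 0% means no effect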
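His-tagged ERG Ets domain (1 uM in the protein solution; 300mM KCl, 50mM Tris-HCl, 1mM EDTA, 1mM DTT, pH 7.5) received compound, then a probe mix of 5 nM fluorescein-DNA and 100nM Texas-615-DNA. Fluorescence polarization was read for both dyes.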
HP1b binding inh: HTS for Inhibitors of HP1-beta Chromodomain Interactions with Methylated Histone Tails; Chromobox protein homolog 1 (Homo sapiens), P83916; AlphaScreen HP1-beta / biotin-H3K9me3 peptide binding; actives 0.56% (n = 390,000); Potency, µM (highest dose often 114 µM), for inactives: at the top dose activity change, negative = inhibition, hits mostly inhibitors; further: potency means the concentration at half of the fitted maximal effect; nearly all actives have a fitted effect of over 70% in size; inactives centre near 23
Target sequence (P83916 whole entry, looked up): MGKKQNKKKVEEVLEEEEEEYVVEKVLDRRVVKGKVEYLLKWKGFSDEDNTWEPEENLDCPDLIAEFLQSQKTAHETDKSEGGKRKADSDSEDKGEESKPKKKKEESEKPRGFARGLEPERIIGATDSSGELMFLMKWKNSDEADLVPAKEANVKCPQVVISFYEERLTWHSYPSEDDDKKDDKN
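AlphaScreen: HP1-beta (50 nM) preformed 30 min with biotin-H3(1-18)K9me3 peptide (50 nM) in PBS pH 7.4, 0.01% Tween-20. Compound added for 30 min at RT, then streptavidin donor/nickel chelate acceptor beads (10 ug/mL) for 30 min.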
An asterisk follows results filed as active; i = inactive; ? = inconclusive; . = not tested or not shown; [ ] = another dose, or the depositor's remark. Unless noted, the call rests on the fitted dose curve; in most records, active means well fitted curve in the direction sought with a large enough effect; inconclusive means small, poorly fitted or top-dose-only effect, or another doubt; inactive means no such curve, though single readings can be large; an effect the other way counts as inactive or inconclusive.

BAZ2B block	GLS inh	Pin1 inh	PGK inhibitor	PI4K2A block	G9a block	JMJD2A Tudor	ERG Ets-DNA blk	HP1b binding inh	SMILES
13%	2%	41%[activator]	-2%	-4	16%[59 µM]	-2%	1%	17%	COc1ccc(C2CC(c3ccccc3)=NN2S(=O)(=O)c2ccc(C)cc2)c(OC)c1 (stereo unspecified)
40µM*	-23%	-13%	1%	-2	38%	-29%	2%	19%	O=C(NNc1ccccn1)C(=O)NNS(=O)(=O)c1ccc(F)cc1
.	-3%	0%	.	1	-34%[59 µM]	-7%	0%	12%	Cc1ccc(-n2nc(C(=O)Nc3ccc(C)c(F)c3)c3c4ccccc4n(C)c3c2=O)cc1
-11%	-20%	-3%	0%	0	?	-34%	-2%	-7%	COc1ccccc1NC(=O)C(=O)NCC(c1ccco1)N1CCc2ccccc21 (stereo unspecified)
.	-2%	-5%	-1%	3	56µM*	4%	7%	40%[activator]	CCN(CC)C(=O)Cn1cc(S(=O)(=O)CC(=O)Nc2ccc3c(c2)OCCO3)c2ccccc21
9%	-7%	0%	.	5	7%	-22%	2%	16%	Cc1ccc(N(CC(=O)N/N=C/c2cccnc2)S(=O)(=O)c2ccccc2)cc1
6%	3%	-5%	i	0	-4%	-10%	-10%	18%	COCC(C)NC(=O)Cc1ccc(Cl)cc1 (stereo unspecified)
.	6%	-6%	-12%	2	.	0%	-7%	40%[activator]	COC(=O)[C@H]1[C@H](c2ccccc2)[C@H](C(=O)OC)O[C@H]1c1ccccc1
-18%	5%	-1%	-3%	-10	?	-16%	7%	17%	Oc1ccccc1CNCc1ccccc1
22µM*	26%	-1%	i	5	?	79µM*	-3%	-15%	Cc1onc(-c2ccccc2)c1C(=O)NC(=S)NNC(=O)c1ccc(O)cc1O
.	-3%	-5%	-4%	-10	.	-12%	1%	69%[activator]	COC(=O)c1ccc2ccccc2n1
40µM*	8%	?	-6%	14	?	?	-2%	?	Nc1nn(-c2ccccc2)c(N)c1N=Nc1ccccc1
10%	-7%	3%	i	-3	?	2%	3%	66%[activator]	CC(C)NC(=O)CCCN1C(=O)c2ccccc2Sc2ncccc21
-4%	-8%	8%	9%	-1	1%[12.7 µM]	-11%	5%	25%	Cc1ccc(C)c(NC(=O)N(C)CCc2c(C)nn(C)c2C)c1
-36%	1%	-2%	-10%	1	-10%[2.33 µM]	?	-2%	10%	CC(=O)Nc1cccc(NC(=O)c2cc([N+](=O)[O-])ccc2N2CCCCC2)c1
-5%	-2%	1%	i	-3	?	-14%	-4%	29%	CN(CC(=O)NCC1CCCCC1)CC(=O)Nc1ccc(F)cc1

Compound profiles, as listed above. Order of screens: BAZ2B block, GLS inh, Pin1 inh, PGK inhibitor, PI4K2A block, G9a block, JMJD2A Tudor, ERG Ets-DNA blk, HP1b binding inh
Entry for CC(C)NC(=O)CCCN1C(=O)c2ccccc2Sc2ncccc21 → 10%, -7%, 3%, i, -3, ?, 2%, 3%, 66%[activator]
Entry for Cc1ccc(C)c(NC(=O)N(C)CCc2c(C)nn(C)c2C)c1 → -4%, -8%, 8%, 9%, -1, 1%[12.7 µM], -11%, 5%, 25%

In the list so far, these contain fluorine:
BAZ2B block	GLS inh	Pin1 inh	PGK inhibitor	PI4K2A block	G9a block	JMJD2A Tudor	ERG Ets-DNA blk	HP1b binding inh	SMILES
40µM*	-23%	-13%	1%	-2	38%	-29%	2%	19%	O=C(NNc1ccccn1)C(=O)NNS(=O)(=O)c1ccc(F)cc1
.	-3%	0%	.	1	-34%[59 µM]	-7%	0%	12%	Cc1ccc(-n2nc(C(=O)Nc3ccc(C)c(F)c3)c3c4ccccc4n(C)c3c2=O)cc1
-5%	-2%	1%	i	-3	?	-14%	-4%	29%	CN(CC(=O)NCC1CCCCC1)CC(=O)Nc1ccc(F)cc1

Further compounds:
BAZ2B block	GLS inh	Pin1 inh	PGK inhibitor	PI4K2A block	G9a block	JMJD2A Tudor	ERG Ets-DNA blk	HP1b binding inh	SMILES
?	22%	43%[activator]	2%	-3	14µM*	-25%	11%	42%	CC1(C)CC(=O)C2=C(C1)OC(N)=C(C#N)C2C#Cc1ccccc1 (stereo unspecified)
9%	2%	55%[activator]	-12%	-6	31%[activator][59 µM]	3%	10%	76%[activator]	COc1ccc(-n2nc3ccc(NC(=O)c4c(OC)cccc4OC)cc3n2)cc1
.	-6%	1%	-5%	-5	.	-12%	9%	33%	Nc1cccc(C(=O)c2ccccc2C(=O)O)c1
27%	1%	-2%	-7%	-4	15%[59 µM]	-21%	13%	17%	N#Cc1ccccc1S(=O)(=O)N1CCN(C(=O)c2cc(=O)[nH]c3ccccc23)CC1
-32%	-19%	0%	6%	3	-35%	-3%	3%	27%	Cc1nnc(SCC(=O)Nc2nc(-c3ccc(F)cc3)cs2)[nH]c1=O
7%	9%	-3%	6%	6	?	-8%	0%	26%	COCCCn1nnnc1SCC(=O)Nc1nc(C)c(C)s1
-2%	-2%	-1%	i	5	8%[12.7 µM]	-7%	10%	5%	CC(C)CNc1nc2c(c(=O)n(C)c(=O)n2C)n1Cc1cccc(Br)c1
7%	-8%	4%	-4%	-63*	?	-6%	1%	22%	Cc1ccc(/C=C/c2nc3ccccc3n2S(=O)(=O)c2cccc(Cl)c2)cc1
-5%	-7%	5%	11%	3	-8%[2.33 µM]	-15%	?	28%	Cc1cc(Br)ccc1NC(=O)CN(C)C(=O)COc1cccc2c1OC(C)(C)C2
9%	-1%	1%	6%	-9	-16%[59 µM]	-12%	9%	12%	O=C(C1CCN(S(=O)(=O)c2cccnc2)CC1)N1CCN(C2CCCC2)CC1
-12%	0%	2%	-6%	-3	8%[0.501 µM]	-13%	15%	21%	CCc1ccccc1NC(=O)c1ccc2snnc2c1
.	1%	-1%	4%	-1	.	-15%	-4%	18%	O=C(COc1ccc2c(c1)OCO2)NCc1cccs1
-3%	3%	-6%	-2%	0	9%[12.7 µM]	1%	-1%	38%	CCCCNC(=O)Cn1nc(C)c(S(=O)(=O)N2CCOCC2)c1C
?	-1%	-3%	-5%	0	4%	-19%	5%	3%	O=C(CSc1nccn1Cc1ccco1)Nc1ccccc1F
-6%	-3%	-1%	3%	-5	?	-19%	-4%	10%	Cc1ccc(C(=O)Nc2ccccc2Oc2ccccc2)cc1[N+](=O)[O-]
-1%	4%	11%	0%	8	40µM*	7%[57.1 µM]	2%	51%[activator]	CCCOc1ccc(N2C(=O)C3ON(c4ccccc4)C(CCC)C3C2=O)cc1 (stereo unspecified)
4%	-14%	-1%	-5%	8	-6%[59 µM]	-20%	4%	8%	O=C(Nc1ccc2c(c1)OCCO2)c1c(F)cccc1F
?	-1%	41%[activator]	-5%	0	?	-35%	.	?	N#Cc1nc(-c2ccco2)oc1N1CCN(C(c2ccccc2)c2ccccc2)CC1
-26%	2%	-5%	-8%	2	?	-12%	-1%	28%	CCOC(=O)CSc1nnc(CNC(=O)c2ccc(S(=O)(=O)N3CCCCC3)cc2)n1C
-3%	5%	-2%	1%	-6	-3%[59 µM]	-9%	-4%	21%	Fc1ccc(Nc2nc(Oc3ccc4c(c3)OCO4)nc(N3CCOCC3)n2)c(F)c1
-11%	7%	6%	i	-4	28%	-13%	4%	16%	O=C(Nc1ccccc1C(=O)NCCc1ccccc1)c1cnccn1
-16%	-3%	-10%	1%	-2	-26%[59 µM]	-16%	-10%	39%	CCCN(CCC)C(=O)CCSCCC(=O)N(CCC)CCC
-6%	28%	1%	8%	-4	79µM*	-17%	2%	25%	COc1ccc(N2CCN(S(=O)(=O)CCNC(=O)c3ccc(Br)o3)CC2)cc1
-14%	-2%	42%[activator]	-1%	2	-4%	-19%	-4%	-11%	CCC1=NN2C(=N)/C(=C/c3cc(C)n(Cc4ccccc4)c3C)C(=O)N=C2S1
-9%	4%	-6%	-1%	-1	32µM*	1%	2%	49%[activator]	O=C(O)/C=C/C(=O)Nc1ccc(Cl)cc1C(=O)c1ccccc1
13%	5%	-7%	-2%	-1	21%[59 µM]	-17%	2%	15%	COc1ccc(NC(=O)NCc2ccccn2)cc1OC
3%	-3%	-1%	i	0	5%[59 µM]	-4%	11%	16%	CCC(=O)N1CCc2cc(Br)cc(S(=O)(=O)NC3CCN(Cc4ccccc4)CC3)c21
-3%	-6%	-8%	-2%	0	-2%	?	2%	-4%	COc1ccc(C(=S)N2CCOCC2)cc1OC(=O)c1cccc([N+](=O)[O-])c1
